TSHR antag: human thyrotropin receptor antagonism; P16473; TSHR-expressing cells, TSH-stimulated cAMP HTRF, 2 h; hits give low values; activity change, negative = inhibition, % at 11.5 µM; 0.2% of 330,000 active; AID 504810;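 active = activity change below a set negative limit, meaning inhibition stronger than a set level, cut at about -70% in these data; inconclusive = activity change between two set negative limits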; also: % is scaled to controls: 0 for no effect and ±100 for the full control effect
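Inhibition of cAMP made by TSHR-expressing cells under TSH stimulation (4nM final, EC80; 2 h, 37 deg C) is quantified with a one-step lysis HTRF kit, anti-cAMP cryptate versus cAMP-d2.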
Mito fusion yeast: mitochondrial division inhibition or fusion activation; S. cerevisiae fusion-defective mutant growth rescue, CellTiterGlo 48 h; Potency, µM (top dose mostly 46.1 µM), without a hit: at the top dose growth rescue (activation), actives largely listed as activators; 0.23% of 320,000 active;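 also: potency is read from the fitted curve at half-maximal effect; % of control where 0% means no effect; nearly all actives have a fitted effect of over 45% in size; temperature-sensitive fusion mutants such as fzo1-1 at 37 °C on non-fermentable ethanol glycerol medium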
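Yeast fusion mutant, YPEG (non-fermentable carbon), compound, 48 h at 37C non-permissive; CellTiterGlo added, 10 min RT, luminescence read. Rescued growth = division inhibition.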
A-T KAP1 phos: potential ataxia-telangiectasia treatments restoring KAP-1 phosphorylation; […] A-T fibroblasts, KAP-1 phosphorylation AlphaLISA; neocarzinostatin DNA damage 30 min before lysis; Potency, µM (doses to about 57.5 µM), for the others: at the top dose activation, usual class: activators; 0.19% of 320,000 active; AID 485349; also: potency is read from the fitted curve at half-maximal effect; % of control where 0% means no effect; nearly all actives have a fitted effect of over 45% in size
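hTERT-immortalized A-T patient fibroblasts ([…]), 500 cells/well in OPTI-MEM, 1% FBS, got compounds for 60 min, then NCS for 30 min at 37C. Lysates were then assayed for phospho-KAP-1 by AlphaLISA (anti-pKAP1 donor, anti-KAP1 acceptor beads), 6 hr at 25C.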
CXXC DNA block: blocks binding of human MLL CXXC domain to DNA | AID 2662 | 0.037% of 290,000 active | Potency, µM (titrated, usually from 115 µM), for inactives: top-dose activity change, negative = inhibition, most hits filed as inhibitors | MLL-CXXC / FITC-HOXA9 DNA fluorescence polarization; active = well fitted inhibition curve with a large enough effect in the polarisation, with a control signal flat, not every such curve was filed as active; inconclusive = small, poorly fitted or top-dose-only effect, or effect the other way, or a change in a side signal; inactive = no such curve, though single readings can be large or run the other way; the % refers to the polarisation; also: potency is read from the fitted curve at half-maximal effect
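Fluorescence polarization: 7 uM MLL-CXXC (stock) preincubated 5 min with compounds, then 50 nM fluorescein-HOX-A9 DNA (stock) added; 30 min ambient. Buffer 50 mM Tris-HCl pH 7.5, 50 mM NaCl, 1 mM DTT, 0.05% BSA.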
a7 integrin act: activates integrin-mediated alleviation for muscular dystrophy. 0.064% of 350,000 active. Potency, µM (titrated, usually from 38.3 µM), for inactives: top-dose activation, actives largely listed as activators. alpha7betagal myoblasts, beta-gal FDG fluorescence, 48 h;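 also: potency is read from the fitted curve at half-maximal effect; 100% = response of the positive control SU9516; nearly all actives have a fitted effect of over 60% in size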
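Alpha7betagal+/- myoblasts (passage 13) were plated 16-24 hr, then exposed to compounds (1:260 dilution of DMSO stock) for 48 hours at 37C. After MPER lysis, β-galactosidase reporter activity was read as FDG fluorescence (ex 480/em 540) after 30 minutes.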
TCR act: T cell receptor activation; AID 504894; primary human leukocytes, anti-CD3, IL-2 HTRF, 48 h; 330,000 tested, under 10 active; Potency, µM (top dose mostly 9.22 µM), for the others: at the highest dose activation of IL-2 secretion, most hits filed as activators; also: % of control where 0% means no effect
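Readout: HTRF IL-2, Eu-cryptate/d2 antibody pair, 320nm excitation, 665nm emission. Stimulus: a-CD3 beads, no co-stimulation. Cells: primary human leukocytes. Exposure: 48 hr with compound.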
Menin MLL FP TR: displaces Texas Red mutant MLL peptide from human menin. Potency, µM (top dose mostly 61.6 µM), for inactives: at the top dose FP activity change, negative = inhibition, actives largely listed as inhibitors. Menin + Texas Red MLL mutant peptide, fluorescence polarization. O00255. 0.23% of 270,000 active; active = well fitted inhibition curve with a large enough effect in the polarisation, with a control signal flat, not every such curve was filed as active; inconclusive = small, poorly fitted or top-dose-only effect, or effect the other way, or a change in a side signal; inactive = no such curve, though single readings can be large or run the other way; the % refers to the polarisation; also: potency is read from the fitted curve at half-maximal effect; % of control where 0% means no effect; many of its hits are not listed in these tables
ASM inhibitor: blocks human secretory acid sphingomyelinase | P17405 | placental ASM, HMU-PC fluorogenic substrate, 60 min | Potency, µM (titrated, usually from 57.5 µM), for inactives: at the highest dose activity change, negative = inhibition, actives largely listed as inhibitors | 0.006% of 340,000 active | AID 504937; also: potency is read from the fitted curve at half-maximal effect
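Steps: dispense placental human ASM, pin compound, wait 10 min at room temperature, add HMU-PC0 substrate at 9 uM final, incubate 60 min at 37 °C, add stop solution raising pH to 10, read fluorescence.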
MBNL1-CUG inh: inhibitors of human MBNL1 binding to CUG repeat RNA; 0.036% of 280,000 active; Q9NR56; Potency, µM (titrated, usually from 57.5 µM), for inactives: at the highest dose activity change, negative = inhibition, actives largely listed as inhibitors; TR-FRET MBNL1-His/biotin-(CUG)12 binding, 665/545 ratio; active = well fitted inhibition curve with a large enough effect in the signal ratio, with a control signal flat, not every such curve was filed as active; inconclusive = small, poorly fitted or top-dose-only effect, or effect the other way, or a change in a side signal; inactive = no such curve, though single readings can be large or run the other way; the % refers to the signal ratio; also: potency is read from the fitted curve at half-maximal effect; % is scaled to controls: 0 for no effect and ±100 for the full control effect
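Inhibition of protein-RNA binding appears as loss of TR-FRET between terbium anti-His antibody on MBNL1-His and streptavidin-XL665 on biotin-(CUG)12. Activity is normalized to buffer-only and uninhibited-complex controls.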
PTAP TSG101 blk: blocks PTAP/TSG101 interaction to inhibit HIV-1 budding. Q99816. Fluorescence polarization, FITC-PTAP peptide / Tsg101 binding. Potency, µM (series often up to 115 µM), without a hit: top-dose activity change, negative = inhibition, actives largely listed as inhibitors. 340,000 tested, under 10 active. AID 493005; active = well fitted inhibition curve with a large enough effect in the main read-out, with a control signal flat, not every such curve was filed as active; inconclusive = small, poorly fitted or top-dose-only effect, or effect the other way, or a change in a side signal; inactive = no such curve, though single readings can be large or run the other way; also: potency is read from the fitted curve at half-maximal effect; % of control where 0% means no effect
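Fluorescence polarization binding of Tsg101 binding domain (10 uM final) to FITC-labeled PTAP peptide (50 nM final) in HEPES pH 7.5 buffer with NaCl, Tween 20, EDTA, TCEP. Compounds added before peptide; binding 20 min at RT.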
The depositor's hits bear a star; u = inconclusive; x = not tested or not shown; [ ] = another dose, or the depositor's remark. Unless noted, calls follow the shape of the dose curve; as a rule, active = well fitted curve in the direction sought with a large enough effect; inconclusive = small, poorly fitted or top-dose-only effect, or another doubt; inactive = no such curve, though single readings can be large; an effect the other way counts as inactive or inconclusive. This is a subset; the hit share may differ from the screen's.

SMILES | TSHR antag | Mito fusion yeast | A-T KAP1 phos | CXXC DNA block | a7 integrin act | TCR act | Menin MLL FP TR | ASM inhibitor | MBNL1-CUG inh | PTAP TSG101 blk
N#Cc1ccc(N2Cc3ccccc3C2=NC(=O)c2cccs2)cc1 | 20 | 0% | 5% | 20% | 8% | -1%[46.1 µM] | 3% | 3% | -4% | 1%
O=C(CSc1nnc(CNc2ccc(F)cc2)n1Cc1ccccc1)NCc1ccco1 | -13 | 2% | -1% | -7% | -18% | x | -1% | -2% | -1% | -5%
COc1ccc(CN2CCNC(=O)C2CC(=O)N(C)Cc2nccs2)c(OC)c1 (stereo not drawn) | -5 | -6% | -2% | 3% | u | 2% | -13% | 1% | -3% | 3%
Cc1cc(Cl)cc(C)c1OCCOCCNCc1ccccc1 | 14 | -28% | 4% | 1% | -81%[inhibitor] | x | u | 0% | -11% | -7%
C=CCSc1nnc(-c2sc(-c3ccccc3)nc2C)n1C | 0 | 7% | 3% | 3% | 9% | 2% | -14% | 12% | 10% | -6%
CC1CC(C)CN(S(=O)(=O)c2ccc3c(c2)C(C)(C)C(=O)N3C)C1 (stereo not drawn) | -7 | 19% | 2% | 0% | 1% | 2% | x | -2% | 7% | -3%
COc1ccc(NC(=O)c2ccc(Cl)nc2)cc1S(=O)(=O)N1CCCCC1 | 0 | -1% | -4% | -7% | 14% | -4% | -11% | 1% | -6% | -1%
COc1ccc(N(C(=O)CNC(=O)c2ccco2)C(C(=O)NC2CCCC2)c2ccc(C)o2)cc1 (stereo not drawn) | 7 | 2% | 1% | 27% | 8% | -4% | -17% | 0% | -5% | 0%
O=C(NCCN1CCOCC1)c1cccn2c(=O)c3c4c(sc3nc12)CCCC4 | -10 | 5% | 0% | 9% | x | x | x | x | -2% | x
COc1ccc(Nc2c(-c3ccc(C)cc3)nc3cnccn23)cc1 | 0 | -2% | 9% | 4% | -12% | 0% | -9% | -18% | x | -7%
CCOC(=O)C1=C(COC(=O)c2ccc(OC)c(OC)c2OC)NC(=O)NC1C (stereo not drawn) | 2 | 1% | -3% | x | -3% | 1% | x | 8% | x | -7%
COc1ccccc1N1C(=NC(=O)CCC2CCCC2)SC2CS(=O)(=O)CC21 (stereo not drawn) | -6 | -1% | 9% | -1% | 19% | 6% | -1% | 0% | -1% | 0%
CCOC(=O)c1c(C)[nH]c(O)c1C=Nc1ccc(C(F)(F)F)cc1 | -1 | 2% | 2% | -4% | 0% | 13% | x | -27% | 19% | -1%
COc1ccc(/C=C/C(=O)Nc2cc(F)ccc2C)cc1S(=O)(=O)N1CCOCC1 | 7 | 2% | 1% | -9% | 2% | -2% | 2% | -21% | 11% | -7%
CCNc1nc(Oc2ccc(=O)[nH]n2)nc(N2CCOCC2)n1 | -6 | 4% | x | -3% | 21% | -4% | 12% | -1% | -1% | -3%
O=C1c2ccccc2N(Cc2ccc(Cl)cc2)C2=NCCN12 | 28 | -8% | -3% | 1% | 3% | -1%[46.1 µM] | -11% | 2% | x | -6%
O=C(NCCN1CCCC(O)C1)c1cc(COc2ccc(F)cc2Cl)on1 (stereo not drawn) | 6 | -3% | 5% | 9% | -2% | 0% | -14% | 2% | -5% | -1%
O=C(Cn1ccc2ccccc2c1=O)NCC(=O)Nc1ccc(F)cc1F | 9 | -15% | 12% | -12% | -11% | -4% | u | 4% | -2% | 1%
CC(C)CN(C(=O)c1ccc2c(c1)OCO2)C1CCS(=O)(=O)C1 (stereo not drawn) | 13 | 0% | 2% | x | -11% | 1% | x | 1% | x | -6%
CS(=O)(=O)c1ncc(Cl)c(C(=O)Nc2ccc3ccccc3c2)n1 | u | -21% | -3% | 17% | -66%[inhibitor] | x | 19% | 2% | 12% | -1%
COC(=O)c1nn(-c2ccc(C)cc2)ccc1=O | 2 | -3% | -8% | 32%[activator] | u | -1% | 3% | -2% | 2% | -4%
CCOC(=O)CC(NC(=O)Cn1nnc(-c2ccccc2F)n1)c1ccc(OC)cc1 (stereo not drawn) | 1 | 2% | 1% | -6% | 15% | -8% | 3% | 3% | -23% | -2%
CC(=O)N1CCN(Cc2nc3cc(NC(=O)c4ccc(F)cc4)ccc3n2C)CC1 | 26 | -4% | -6% | 5% | -28% | 2% | 1% | 9% | -13% | 2%
COc1ccc(S(=O)(=O)N2CCN(C(=O)C3CCCCC3)CC2)cc1 | -7 | 0% | 9% | -1% | 2% | 3% | -9% | -1% | -3% | -1%
Nc1nc(Nc2ccccc2Br)nc(C(F)(F)F)n1 | -6 | 3% | 0% | -1% | -14% | 10% | -1% | -1% | u | -3%
COc1ccc(OC)c(C(=O)NC(CC(N)=O)c2ccc(NCCN3CCCC3)c([N+](=O)[O-])c2)c1 (stereo not drawn) | 11 | -1% | 6% | -7% | 24% | 4% | -1% | -2% | u | -2%
Cc1[nH]c2ccccc2c1/C=N/Nc1ccc(F)cc1F | -8 | 12% | 8% | 14% | x | -3%[46.1 µM] | u | x | 0% | x
COc1ccc(NC(=O)c2cc(-c3ccccc3Cl)on2)cc1 | 39 | 4% | 8% | 14% | 38% | x | 0% | 0% | -3% | -4%
COc1ccc(NC(=O)CCC(=O)c2ccc(F)cc2)cc1 | x | x | x | x | -4% | 4% | x | 0% | x | -2%
CCOC(=O)c1ccc(NC(=O)CC2NCCNC2=O)cc1 (stereo not drawn) | 1 | 2% | -2% | 10% | 17% | -21% | 14% | 1% | -6% | 2%
CNC(=O)NC(=O)CSc1ccc(NC(C)=O)cc1 | 4 | 1% | 4% | 4% | -22% | -22% | 11% | -3% | -8% | -6%
Cc1ccc(C(=O)N(CC(=O)Nc2sc(C)c(C)c2C(N)=O)C2CCCC2)cc1 | 10 | 6% | -4% | 5% | -70%[inhibitor] | 8% | 0% | -8% | 3% | -8%
COc1ccc(NC(=O)Nc2c(C)noc2-c2ccccc2)cc1 | -4 | 2% | -3% | 4% | u | 3% | x | 1% | 6% | -7%
O=c1cc(NS(=O)(=O)c2ccccc2)nc(SCc2c(Cl)cccc2Cl)[nH]1 | -27 | u | -1% | 11% | 9% | -2%[46.1 µM] | u | 7% | -9% | -3%
CC(C)CCN1CCN(Cc2cnc(N3CCCC3)s2)CC1CCO (stereo not drawn) | 0 | -2% | -3% | 0% | -4% | -7% | -15% | 4% | -12% | -3%
Cn1ccnc1 | -18 | 16% | x | -6% | x | x | -7% | x | x | x
O=C(NN1C(=O)C2C3c4ccccc4C(c4ccccc43)C2C1=O)C1CC1 (stereo not drawn) | -3 | -4% | -2% | -10% | 0% | x | -3% | -3% | -10% | -1%
CC1CCCC(C)N1CCCNC(=O)Cn1ncc2c3ccccc3n(C)c2c1=O (stereo not drawn) | -1 | 1% | 7.1µM* | 15% | 0% | -5% | x | 3% | -1% | -3%
O=C(Nc1ccc2c(c1)OCO2)c1cnccn1 | 4 | u | -3% | 6% | 10% | -4% | 1% | 2% | -1% | -6%
O=C(c1ccc(S(=O)(=O)N2CCCCCC2)cc1)N1CCN(c2ccccc2F)CC1 | x | x | x | x | 2% | 11% | x | -1% | x | 0%
O=C(Cc1ccccc1)N/N=C/c1ccc[nH]1 | 7 | 1% | -9% | -6% | u | -5% | x | -2% | 9% | -5%
CC(N)=Nc1ccc([N+](=O)[O-])cc1 | 3 | 2% | 10% | 7% | -5% | 0%[46.1 µM] | 16% | -1% | u | 1%
COc1ccc(-n2cnc(N)c2C(=O)c2cccc([N+](=O)[O-])c2)cc1 | 2 | -14% | 0% | 0% | 0% | -4%[46.1 µM] | -2% | 1% | u | -6%
COc1cc(OC)c(C(=O)OCCCOC(=O)c2cc(OC)c(OC)cc2OC)cc1OC | 2 | -4% | 2% | 47%[activator] | 4% | 3% | x | -3% | -1% | -1%
CCOCCCNC(=O)c1c(N)n(-c2ccc3c(c2)OCO3)c2nc3ccccc3nc12 | -7 | 0% | 15% | 0% | 3% | 5% | x | x | 10% | -1%
NC(=O)c1cc(S(=O)(=O)NCc2ccc(F)cc2)cs1 | -132* | 6% | 0% | 4% | 9% | 9% | -5% | 4% | -11% | -3%
CCC(=O)OC1(C(=O)CCl)[C@@H](C)C[C@H]2[C@@H]3CCC4=CC(=O)C=C[C@]4(C)[C@@]3(F)[C@@H](O)C[C@@]21C (stereo partly drawn) | 0 | -7% | -7% | x | x | 4% | x | -10% | x | -5%

Source: PubChem BioAssay
